# TcdB inh: TcdB glycohydrolase inhibitors, primary screen, biochemical, single point, plate reader | Toxin B (Clostridioides difficile), P18177 | TcdB glycohydrolase enzymatic assay | inhibition, % at 9.99 µM | 350,000 tested, 0.24% active; in the data active = inhibition above about 10%
# * = called active by the depositor. A portion of the library, so the mix of outcomes need not match the whole.
SMILES,TcdB inh
C[C@H](CO)N1C[C@H](C)[C@@H](CN(C)C(=O)c2ccccc2)Oc2cc(/C=C/c3ccccc3)ccc2S1(=O)=O,-0.1
CCC(=O)N1CC[C@@H]2[C@@H](CO)Nc3ccc(-c4ccc(F)cc4)cc3[C@@H]21,6.4
O=C(Nc1cccc(F)c1)N1CCCCN2[C@H](C1)[C@H](c1ccc(C#Cc3cccnc3)cc1)[C@@H]2CO,0.4
CS(=O)(=O)N1[C@@H]2c3ccc(-c4ccc(F)cc4)c(=O)n3C[C@H]1[C@H](CO)[C@H]2C(=O)NCC1CC1,-2.6
O=C(C[C@H]1C=C[C@H](NC(=O)c2cccnc2)[C@H](CO)O1)NCc1ccncn1,-1.4
C[C@@H]1CCCCO[C@@H](CN(C)C)[C@@H](C)CN([C@H](C)CO)C(=O)c2cc(NC(=O)C3CCCCC3)ccc2O1,0.6
C[C@H](CO)N1C[C@H](C)[C@@H](CN(C)C(=O)CCC(F)(F)F)OCCCC[C@H](C)Oc2ccc(NS(=O)(=O)c3ccc(F)cc3)cc2C1=O,-0.1
COc1ccc2c3c(n(C)c2c1)[C@H](CO)N(C(=O)NC(C)C)CC31CN(C(=O)NC(C)C)C1,-1.1
Cc1ccc(-c2c(C(=O)c3ccccc3)[nH]c(N)c2C(=O)NCCc2c[nH]c3ccccc23)cc1,1.2
C[C@@H]1CN([C@@H](C)CO)C(=O)c2cc(C3=CCCC3)cnc2O[C@@H]1CN(C)Cc1ccccn1,0.1

# Overlap with the part before: six compounds, then new ones.
SMILES,TcdB inh
O=C(C[C@H]1C=C[C@H](NC(=O)c2cccnc2)[C@H](CO)O1)NCc1ccncn1,-1.4
C[C@@H]1CCCCO[C@@H](CN(C)C)[C@@H](C)CN([C@H](C)CO)C(=O)c2cc(NC(=O)C3CCCCC3)ccc2O1,0.6
C[C@H](CO)N1C[C@H](C)[C@@H](CN(C)C(=O)CCC(F)(F)F)OCCCC[C@H](C)Oc2ccc(NS(=O)(=O)c3ccc(F)cc3)cc2C1=O,-0.1
COc1ccc2c3c(n(C)c2c1)[C@H](CO)N(C(=O)NC(C)C)CC31CN(C(=O)NC(C)C)C1,-1.1
Cc1ccc(-c2c(C(=O)c3ccccc3)[nH]c(N)c2C(=O)NCCc2c[nH]c3ccccc23)cc1,1.2
C[C@@H]1CN([C@@H](C)CO)C(=O)c2cc(C3=CCCC3)cnc2O[C@@H]1CN(C)Cc1ccccn1,0.1
CNC[C@H]1Oc2cc(C#CC3(O)CCCC3)ccc2S(=O)(=O)N([C@H](C)CO)C[C@H]1C,-0.9
C[C@@H]1CN([C@H](C)CO)C(=O)c2cccc(NC(=O)CCCCCC(=O)Nc3ccccc3N)c2O[C@@H]1CN(C)CC1CC1,1.1
C[C@@H]1CN([C@@H](C)CO)C(=O)c2cc(NC(=O)c3ccncc3)ccc2O[C@@H]1CN(C)Cc1ccncc1,-6.2
CCC(=O)N(C)C[C@@H]1Oc2ncc(C#CC3(O)CCCC3)cc2C(=O)N([C@@H](C)CO)C[C@H]1C,-0.6
C[C@H](NC(=O)[C@H]1[C@H](CO)[C@H]2Cn3c(ccc(C4=CCCCC4)c3=O)[C@H]2N1C)c1ccccc1,-2.1
CNC[C@H]1Oc2c(NC(=O)NC3CCCCC3)cccc2C(=O)N([C@@H](C)CO)C[C@H]1C,1.5
C[C@@H]1CN([C@H](C)CO)S(=O)(=O)c2ccc(C3=CCCCC3)cc2O[C@@H]1CN(C)S(=O)(=O)c1cn(C)cn1,1.2
COCC#Cc1ccc2c(c1)O[C@@H](CN(C)S(=O)(=O)c1cccc(F)c1)[C@H](C)CN([C@H](C)CO)S2(=O)=O,-0.3
O=C(C[C@H]1CC[C@@H]2[C@H](COC[C@H](O)CN2S(=O)(=O)c2ccccc2F)O1)NCc1ccccc1F,0.4
C[C@@H](O)C#Cc1ccc2c(c1)O[C@H](CN(C)Cc1ccccc1)[C@@H](C)CN([C@@H](C)CO)S2(=O)=O,-0.1
CO[C@H]1CN(C)C(=O)c2cc(NC(=O)c3nc4ccccc4s3)ccc2OC[C@H](C)N(Cc2cccnc2)C[C@@H]1C,1.3
Cc1ccc(S(=O)(=O)N(C)C[C@@H]2Oc3c(NC(=O)Nc4ccc(C(F)(F)F)cc4)cccc3C(=O)N([C@H](C)CO)C[C@@H]2C)cc1,-0.4
C[C@@H]1CN([C@H](C)CO)C(=O)c2cc(-c3ccccc3F)cnc2O[C@H]1CN(C)Cc1cccc(F)c1,-0.4
O=C(C[C@H]1CC[C@@H](NS(=O)(=O)c2ccccc2F)[C@H](CO)O1)NCCCN1CCOCC1,0.4
O=C(NCC[C@@H]1CC[C@H](NS(=O)(=O)c2ccc(F)cc2)[C@H](CO)O1)Nc1ccc(F)cc1,0.3
C[C@H](CO)N1C[C@H](C)[C@@H](CN(C)Cc2ccc(-c3ccccc3)cc2)Oc2ccc(NS(=O)(=O)c3ccccc3)cc2C1=O,0.4
CO[C@H]1CN(C)C(=O)c2ccc(NC(=O)c3cc(C)on3)cc2OC[C@H](C)N(CC2CC2)C[C@@H]1C,0.7
C[C@H](CO)N1C[C@H](C)[C@H](CN(C)C(=O)Nc2ccccc2)OCCCC[C@H](C)Oc2ccc(NC(=O)Nc3ccc(F)cc3)cc2C1=O,0.3
COc1ccc(NC(=O)N(C)C[C@H]2Oc3ccc(NC(=O)Nc4c(C)noc4C)cc3CC(=O)N([C@@H](C)CO)C[C@H]2C)cc1,-1.0
O=C(NCC[C@H]1CC[C@H](NC(=O)C2CC2)[C@H](CO)O1)c1cnccn1,-0.3

# Structures from the list above that have two or more sulfur atoms (two):
SMILES,TcdB inh
C[C@@H]1CN([C@H](C)CO)S(=O)(=O)c2ccc(C3=CCCCC3)cc2O[C@@H]1CN(C)S(=O)(=O)c1cn(C)cn1,1.2
COCC#Cc1ccc2c(c1)O[C@@H](CN(C)S(=O)(=O)c1cccc(F)c1)[C@H](C)CN([C@H](C)CO)S2(=O)=O,-0.3

# More structures follow:
SMILES,TcdB inh
O=C(C[C@@H]1CC[C@@H](NC(=O)C2CC2)[C@@H](CO)O1)NCC1CC1,-0.4
C[C@@H]1CN([C@H](C)CO)C(=O)Cc2cc(NS(=O)(=O)c3ccccc3)ccc2O[C@H]1CN(C)C(=O)Nc1ccc(F)cc1,0.3
COc1ccccc1-c1ccc2n(c1=O)C[C@@H]1[C@@H](CO)[C@H](C(=O)NC3CCC3)N(C(C)=O)[C@H]21,0.9
O=C(C[C@@H]1C=C[C@@H](NC(=O)c2ccc3c(c2)OCO3)[C@H](CO)O1)NCc1ccc(F)cc1,-0.2
C[C@H](CO)N1C[C@H](C)[C@@H](CN(C)Cc2ccncc2)OCc2cn(nn2)CCCC1=O,-0.2
C[C@@H]1CN([C@H](C)CO)C(=O)c2cccc(NC(=O)Nc3ccccc3)c2O[C@@H]1CN(C)Cc1ccc2c(c1)OCO2,-2.3
Cc1ccc(S(=O)(=O)N(C)C[C@H]2Oc3c(NC(=O)NC(C)C)cccc3C(=O)N([C@H](C)CO)C[C@H]2C)cc1,0.9
COC(=O)C[C@@H]1CC[C@H]2[C@H](COc3ccc(NC(=O)Nc4ccccc4C)cc3C(=O)N2C)O1,0.8
C[C@H](CO)N1C[C@H](C)[C@H](CN(C)S(=O)(=O)c2ccccc2)Oc2ccc(NS(=O)(=O)c3ccc(F)cc3)cc2CC1=O,-1.4
CN(C)C(=O)[C@@H]1[C@@H](CO)[C@@H]2Cn3c(ccc(-c4ccccc4)c3=O)[C@H]1N2CCc1ccccc1,0.3
Cc1noc(C)c1NC(=O)Nc1ccc2c(c1)C(=O)N([C@@H](C)CO)C[C@@H](C)[C@@H](CN(C)C(=O)NC(C)C)O2,0.0
CC1CCCN(c2cccc3c2S(=O)(=O)N(Cc2cccc(F)c2)[C@@H](C)[C@H](c2ccccc2)O3)C1 (some centres not stated),-1.5
COc1ccccc1S(=O)(=O)N[C@@H]1CC[C@H](CCNC(=O)C2CCCCC2)O[C@@H]1CO,-0.8
C[C@@H]1CN([C@@H](C)CO)C(=O)Cc2cc(NC(=O)Nc3ccccc3)ccc2O[C@@H]1CN(C)C(=O)NC1CCCCC1,-0.1
Cc1noc(C)c1NC(=O)Nc1ccc2c(c1)C(=O)N([C@@H](C)CO)C[C@H](C)[C@H](CN(C)C(=O)NC(C)C)OCCCC[C@H](C)O2,-0.5
C[C@@H]1CN([C@H](C)CO)S(=O)(=O)c2ccc(C#CCC3CCCC3)cc2O[C@H]1CN(C)C(=O)c1ccccn1,0.9
O=C(N[C@@H]1CC[C@H](CCn2cc(Cc3ccccc3)nn2)O[C@@H]1CO)c1ccccn1,0.0
C[C@H](CO)N1C[C@H](C)[C@@H](CN(C)S(=O)(=O)c2ccc(F)cc2)OCCCC[C@H](C)Oc2ccc(NC(=O)NC3CCCCC3)cc2C1=O,-1.8
C[C@@H]1CN([C@H](C)CO)C(=O)c2cc(NS(C)(=O)=O)ccc2O[C@@H](C)CCCCO[C@@H]1CN(C)S(=O)(=O)c1ccc(F)cc1,0.1
CCC(=O)N1CCCCN2[C@H](CO)[C@H](c3ccc(/C=C/c4ccccc4)cc3)[C@H]2C1,1.3
C[C@@H]1CN([C@H](C)CO)C(=O)c2cc(NS(C)(=O)=O)ccc2O[C@@H](C)CCCCO[C@@H]1CN(C)S(=O)(=O)c1cccs1,0.1
Cc1noc(C)c1NC(=O)N(C)C[C@H]1OCCCC[C@@H](C)Oc2ccc(NC(=O)C3CCCCC3)cc2C(=O)N([C@H](C)CO)C[C@@H]1C,1.0
CCC(=O)N1CCCCN2[C@H](C1)[C@H](c1ccc(C#Cc3ccccc3)cc1)[C@@H]2CO,2.9
COc1ccc(CNC(=O)C[C@H]2C[C@@H]3c4cc(NC(=O)NC5CCCC5)ccc4O[C@@H]3[C@H](CO)O2)cc1,-0.6
COc1ccc(OC(=O)N(C)C[C@H]2OCc3ccccc3-c3c(n(C)c4ccccc34)C(=O)N([C@@H](C)CO)C[C@@H]2C)cc1,0.6
Cc1ccc(S(=O)(=O)N(C)C[C@H]2Oc3c(NC(=O)NC(C)C)cccc3C(=O)N([C@@H](C)CO)C[C@H]2C)cc1,-2.2
CCC(=O)N1C[C@@H](C)[C@@H](OC)CN(C)C(=O)c2cc(NS(C)(=O)=O)ccc2OC[C@H]1C,1.4
Cc1nn(C)cc1NC(=O)C[C@H]1CC[C@@H]2[C@H](COc3ccc(NC(=O)C4CCOCC4)cc3C(=O)N2C)O1,1.1
C[C@H](CO)N1C[C@H](C)[C@H](CN(C)Cc2ccc3c(c2)OCO3)Oc2c(NS(=O)(=O)c3cn(C)cn3)cccc2C1=O,0.7
CO[C@H]1CN(C)C(=O)c2cc(NC(=O)C3CC3)ccc2OC[C@@H](C)N(C(=O)c2ccccc2F)C[C@@H]1C,0.8
Cc1noc(C)c1NC(=O)Nc1ccc2c(c1)CC(=O)N([C@@H](C)CO)C[C@H](C)[C@@H](CN(C)Cc1ccc(C(=O)O)cc1)O2,1.3
C[C@H]1CN([C@@H](C)CO)C(=O)c2cc(NC(=O)Nc3ccc(C(F)(F)F)cc3)ccc2O[C@H]1CN(C)C(=O)Nc1ccccc1,-0.3
C[C@H]1CN([C@@H](C)CO)C(=O)c2cccc(NC(=O)CCCCCC(=O)Nc3ccccc3N)c2O[C@H]1CN(C)C,-8.9
O=C(C[C@H]1CC[C@H]2[C@@H](COC[C@@H](O)CN2Cc2cc(F)ccc2F)O1)NCc1ccccc1,-0.8
CCS(=O)(=O)Nc1ccc2c(c1)C(=O)N(C)[C@H]1CC[C@H](CC(=O)N3CCOCC3)O[C@@H]1CO2,0.9
O=C(C[C@H]1CC[C@H]2[C@@H](COC[C@@H](O)CN2S(=O)(=O)c2ccccc2)O1)N[C@@H]1CCN(Cc2ccccc2)C1,0.5
C=CCCC1CN(Cc2ccc(OC)cc2)S(=O)(=O)c2c(cccc2N(C)S(=O)(=O)c2ccc(C)cc2)O1 (configuration not stated),0.0
CO[C@H]1CN(C)C(=O)c2ccc(NC(=O)C3CC3)cc2OC[C@@H](C)N(C(=O)c2ccccc2F)C[C@H]1C,0.3
Cc1ccccc1NC(=O)Nc1ccc2c(c1)C(=O)N(C)[C@H]1CC[C@H](CC(=O)NCC3CC3)O[C@@H]1CO2,0.1
O=C(c1ccc2c(c1)OCO2)N1CCCCN2[C@H](CO)[C@H](c3ccc(-c4ccccc4)cc3)[C@@H]2C1,-0.4

# Reformatted: results already given.
C=CCCC1CN(Cc2ccc(OC)cc2)S(=O)(=O)c2c(cccc2N(C)S(=O)(=O)c2ccc(C)cc2)O1 (configuration not stated)
  TcdB inh: 0.0
CO[C@H]1CN(C)C(=O)c2ccc(NC(=O)C3CC3)cc2OC[C@@H](C)N(C(=O)c2ccccc2F)C[C@H]1C
  TcdB inh: 0.3

# Later entries:
SMILES,TcdB inh
C[C@H]1CN([C@@H](C)CO)C(=O)c2cc(NC(=O)Nc3ccc4c(c3)OCO4)ccc2O[C@H]1CN(C)C,0.1
Nc1[nH]c(C(=O)c2ccccc2)c(-c2ccc(Cl)cc2)c1C(=O)c1c[nH]c2cc(F)ccc12,1.5
O=c1c2ccccc2nnn1Cc1ccco1,0.9
O=S1(=O)CCSC[C@@H](CNCc2ccco2)N1,0.1
COCC(=O)N1[C@@H]2CN(C(=O)C3CC3)c3ccccc3[C@@H]2[C@@H]1CO,-1.0
Cc1ccccc1-c1ccc2c(c1)O[C@H](CN(C)C(=O)Nc1ccccc1)[C@H](C)CN([C@H](C)CO)S2(=O)=O,1.2
O=C(Nc1ccc(Cl)cc1)N1C[C@H]2[C@@H](c3ccccc31)[C@@H](CO)N2C(=O)c1ccccn1,-1.0
Cn1cnc(S(=O)(=O)N2CCCCN3[C@H](C2)[C@H](c2ccc(-c4ccc(F)cc4)cc2)[C@@H]3CO)c1,0.4
O=C(C[C@H]1CC[C@H]2[C@@H](COC[C@H](O)CN2Cc2cccc(C(F)(F)F)c2)O1)NCc1ccncc1,-0.7
Cc1noc(C)c1NC(=O)N(C)C[C@@H]1Oc2c(cccc2N(C)C)C(=O)N([C@@H](C)CO)C[C@@H]1C,1.5
CCNC(=O)C[C@H]1CC[C@H]2[C@H](COc3ccc(NC(=O)c4ccc(C(F)(F)F)cc4)cc3C(=O)N2C)O1,0.5
COc1ccc(NC(=O)N[C@@H]2C=C[C@@H](CC(=O)NC3CCC3)O[C@H]2CO)cc1,-0.3

# Screening results as filed in PubChem BioAssay.
